Source: PubChem (several laboratories)
MC4R barr agon – agonists of human melanocortin 4 receptor (MC4R) beta-arrestin; P32245; U2OS MC4R beta-arrestin complementation, luminescence; percent of melanotan II response, DMSO zero; hit rate 0.98% among 360,000; activation, % at 8.9 µM;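 active = activation above a per-plate cutoff, the mean activation of sample wells on that plate plus 3 SD, cut at about 8% in these data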
Target sequence (P32245 whole entry, looked up): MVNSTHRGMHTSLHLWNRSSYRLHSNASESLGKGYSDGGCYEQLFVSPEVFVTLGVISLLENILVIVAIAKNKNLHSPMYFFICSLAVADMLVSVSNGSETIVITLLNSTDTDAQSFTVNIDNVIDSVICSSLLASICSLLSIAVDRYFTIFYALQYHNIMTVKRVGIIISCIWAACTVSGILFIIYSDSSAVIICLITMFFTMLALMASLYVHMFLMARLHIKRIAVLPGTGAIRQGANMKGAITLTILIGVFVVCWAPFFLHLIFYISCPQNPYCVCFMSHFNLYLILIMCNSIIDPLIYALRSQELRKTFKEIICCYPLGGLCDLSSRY
PDI inh – inhibitors of human protein disulfide isomerase; PDI insulin aggregation turbidity, A650, 90 min; hit rate 0.052% among 350,000; inhibition, % at 10 µM; P07237; AID 588391;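 active = mean inhibition across replicates of 30% or more, whatever share of single replicates reach that level; inconclusive = mean inhibition below 30% while every single replicate reaches 30%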;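 note: absorbance from insulin aggregation driven by PDI reduction with DTT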
ABCB6 inh 2 – blocks the human ABCB6 transporter; K562-ABCB6 porphyrin accumulation, flow cytometry, 1 h; hits give low values; AID 602162; Q9NP58; hit rate 0.19% among 360,000; fluorescence ratio to DMSO, % at 10 µM;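 active = fluorescence ratio to DMSO below 75%, the collection mean minus 3 SD; inconclusive = too few cells collected in the well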;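 note: signal is porphyrin accumulated inside mitochondria; 100% equals median channel fluorescence of DMSO control wells; lower ratio means ABCB6 inhibition with less porphyrin fluorescence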
MC4R antag cAMP – antagonists of human melanocortin 4 receptor (MC4R); P32245; MC4R-expressing cells, MTII-stimulated cAMP, LANCE TR-FRET; inhibition, % at 6.5 µM; hit rate 0.48% among 360,000; AID 540295;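 active = inhibition above its plate's cutoff, the mean of tested wells on that plate plus 3 SD, cut at about 29% in these data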;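 note: 0% = Melanotan II alone and 100% = Melanotan II plus saturating MCL0020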
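Material: U2OS-MC4R stable cell line | Reagent: Melanotan II challenge after compound preincubation | Doses: One concentration, 6.5 µM nominal | Incubation: 30-min compound preincubation, 1-h Melanotan II challenge, 1-h detection, room temperature | Signal: TR-FRET cAMP assay | Replicates: One well per compound, no replicates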
H9c2 protect – protects H9c2 cardiomyocytes from peroxide injury. H2O2 injury protection, ATPLite, 2 h. protection from H2O2 cell death, % at 20 µM. hit rate 0.63% among 360,000. AID 588492;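 active = compounds giving at least 50% protection of heart cells from peroxide-induced death in the single-dose screen, raw or plate-pattern-corrected value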;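 note: 0% = DMSO wells with peroxide and 100% = DMSO wells without peroxide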
HTR2A ag – agonists of mouse serotonin 5-HT2A receptor (HTR2A). P35363. CHO-K1 mHTR2A beta-arrestin complementation, luminescence; percent of 30 µM serotonin response. activation, % at 7.6 µM. hit rate 0.66% among 360,000. AID 624169;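 active = activation above a run cutoff, the mean activation of all tested compounds plus 3 SD, cut at about 14% in these data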;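 note: 0% = plate median of compound wells and 100% = 30 µM serotonin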
Target sequence (P35363 whole entry, looked up): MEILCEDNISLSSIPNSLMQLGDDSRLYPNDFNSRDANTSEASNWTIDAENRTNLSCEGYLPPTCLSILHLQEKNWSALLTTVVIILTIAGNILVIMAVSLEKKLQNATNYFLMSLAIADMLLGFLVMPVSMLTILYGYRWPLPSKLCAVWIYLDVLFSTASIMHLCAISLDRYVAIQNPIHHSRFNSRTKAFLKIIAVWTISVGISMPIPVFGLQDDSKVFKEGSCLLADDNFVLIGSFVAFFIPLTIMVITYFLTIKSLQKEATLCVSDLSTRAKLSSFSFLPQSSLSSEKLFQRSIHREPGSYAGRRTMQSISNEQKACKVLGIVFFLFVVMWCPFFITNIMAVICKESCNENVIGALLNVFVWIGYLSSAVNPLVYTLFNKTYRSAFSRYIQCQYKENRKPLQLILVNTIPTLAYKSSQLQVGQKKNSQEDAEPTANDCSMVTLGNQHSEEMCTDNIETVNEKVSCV
Exocytosis inh – blocks lytic granule exocytosis; AID 651702; inhibition, % at 10 µM; TALL-104 LAMP-1 surface exposure, flow cytometry; cells stimulated with thapsigargin and PMA; hit rate 0.66% among 360,000;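 active = inhibition above about 55%, limit read from the data; inconclusive = no clear call, values can overlap the other calls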
CaV13 ICDI inh – Primary screen for inhibitors of IQ motif and Ca2+-dependent inactivation inhibitor domain binding in CACNA1D, Förster resonance energy transfer in living cells, … | HEK cells, CFP/YFP FRET ICDI-IQ, plate reader, 10 min; percent FRET-ratio fall versus neutral wells | inhibition, % at 12.3 µM | hit rate 0.098% among 340,000 | AID 743397;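 active = mean replicate inhibition of at least 30% and at least 1% of replicates passing that level; inconclusive = only one of the two criteria is met; inactive = neither criterion is met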;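 note: 0% = median of the neutral control wells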
Glyco luc inh – blocks N-linked glycosylation in D54 reporter cells. hit rate 0.23% among 360,000. D54 ERlucT glycosylation luciferase reporter, 24 h; percent of 100 nM tunicamycin response. AID 588692. reporter increase, % at 12.5 µM;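 active = mean luciferase reporter signal, scaled so untreated is 0 and the glycosylation-blocking control 100, at or above a set limit in every replicate; inconclusive = mean reaches the limit but not every replicate does; inactive = mean below the limit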;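 note: luciferase carries N-glycosylation sites so blocking glycosylation raises the light; 0% = median of neutral control wells and 100% = median of 100 nM tunicamycin wells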
ABHD5-PLIN5 inh – inhibitors of human ABHD5-perilipin-5 interaction. Q00G26+Q8WTS1. Split G. princeps luciferase complementation, luminescence, 4 h. inhibition, % at 4 µM. hit rate 0.78% among 360,000;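 active = inhibition above the mean inhibition across every tested compound plus 3 SD, cut at about 22% in these data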;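 note: 0% = DMSO only wells and the 100% control is not disclosed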
The depositor's hits bear a star; ? = inconclusive; / = no result given. Hits appear at their usual frequency. About 4.2% of those tested had a hit in this group.

structure	MC4R barr agon	PDI inh	ABCB6 inh 2	MC4R antag cAMP	H9c2 protect	HTR2A ag	Exocytosis inh	CaV13 ICDI inh	Glyco luc inh	ABHD5-PLIN5 inh
CCCCCOc1ccc(C(=O)NC(C(=O)O)C(C)C)cc1 (centres undefined)	-0.6	-4	96	5	-1	-1	-1	-10	3	5
Cc1ccc2c(=O)n3c(nc2c1)C(Cc1ccc(O)cc1)NC(=O)c1cccnc1-3 (centres undefined)	0.2	?	88	2	9	-6	-2	-6	2	-2
CCc1c(C)c2ccc(OCC(N)=O)cc2oc1=O	-0.5	-1	91	14	3	-4	-3	-6	3	1
CCOC(=O)c1cccc(NC(=O)CN(c2ccc(C)cc2)S(=O)(=O)c2c(C)noc2C)c1	4.1	-1	104	4	4	5	-4	-4	-4	-7
Nc1ccccc1S(=O)(=O)c1ccccc1N	-0.1	-2	97	0	-8	4	0	-6	-1	10
CC(C)CN(CC(C)C)C(=O)Nc1cccc([N+](=O)[O-])c1	-0.6	5	103	5	0	-2	0	6	-1	2
COc1ccc(-c2cn(-c3ccccc3)c(=S)[nH]2)cc1OC	-1.6	3	100	11	-6	2	-1	-4	-12	-2
CC(=O)C[C@H](O)CC(=O)[C@H]1OC(=O)[C@@H](C)CCCCc2ccccc21	-2.7	-12	97	0	2	0	-1	-3	-1	-1
Cc1ccc(NC(=O)c2ncn(CCCNCCCN3CCCC3=O)n2)cc1C	1.0	-1	102	3	-7	-5	-3	-6	0	-3
C/C(N)=C(/C#N)C(=O)COC(=O)C1CSC2(c3ccc(F)cc3)CCC(=O)N12 (centres undefined)	2.1	1	97	3	3	9	2	-2	2	12
COc1ccc(-c2nnc(SCC(=O)NC(=O)NCc3ccco3)o2)cc1	-3.0	-6	99	-2	-1	-1	2	-4	-1	-7
COc1ccc(-c2ccc(SCC(=O)c3ccccc3)nn2)cc1OC	-1.5	-5	89	-4	11	0	-2	-3	1	3
Cc1cc(NC(=O)CN2CCN(c3cccc(Cl)c3)CC2)no1	-1.2	6	96	6	-1	-7	1	-6	-1	3
COCCN(C(=O)CSc1nnc(-c2cccs2)n1N)c1c(N)n(Cc2ccccc2)c(=O)[nH]c1=O	-0.9	4	97	1	5	4	-4	-6	1	3
O=C(COC(=O)C1CC(=O)N(Cc2ccco2)C1)Nc1nc(-c2ccc(F)cc2)cs1 (centres undefined)	-1.8	1	91	10	-2	5	-12	-2	0	10
NC(=O)CC(NC(=O)c1ccccc1)c1ccc(N2CCN(c3ccccc3)CC2)c([N+](=O)[O-])c1 (centres undefined)	-2.5	-6	95	2	-10	-6	-10	-4	2	-1
O=C(Oc1ccc(-c2nnco2)cc1)N(c1ccccc1)c1ccccc1	-0.3	-8	113	3	-5	-7	10	/	0	1
Fc1ccc(CN2C3=NCCN3c3ccccc32)cc1	-1.6	3	92	-1	-6	-2	-1	-2	-1	0
CCCC1CCC(=C(C#N)C(N)=O)CC1 (centres undefined)	-1.0	1	98	10	-2	-3	-2	-5	3	9
Cc1nn(-c2ccccc2)c(Cl)c1C1C(C#N)=C(N)Oc2n[nH]c(C)c21 (centres undefined)	-2.3	-13	98	12	16	-1	-2	/	8	3
CC(C)NC1(C#N)CCN(Cc2ccccc2)CC1	-0.7	-9	101	1	3	-2	-5	-9	-1	-11
Cc1[nH]c(=O)[nH]c(=O)c1NS(=O)(=O)c1ccc2c(c1)CCCC2	1.0	-8	89	-1	-4	2	13	-10	2	6
O=C(c1ccccc1NS(=O)(=O)c1cccs1)N1CCCC1	1.5	-13	101	7	0	6	2	/	-1	-3
CC(=O)c1c(C)[nH]c(C(=O)Nc2ccc(C)c(S(=O)(=O)N(C)C)c2)c1C	1.4	-2	101	0	0	-4	-6	-4	0	-2
COc1ccc(NC(NC(=O)c2ccc(OC)cc2)C(Cl)(Cl)Cl)cc1 (centres undefined)	-1.0	-6	96	2	-22	-5	1	-5	-1	4
COc1ccc(C(=O)NC2c3ccccc3-c3ccccc32)cc1	0.2	12	101	-15	0	-2	-4	-22	7	1
COc1ccc(OCC(=O)N/N=C(\C)c2cccs2)cc1	1.7	0	99	11	-3	2	-3	3	-2	-2
Cc1ccc(Cc2c(-c3cccc(Cl)c3)nc3ccc(Cl)cn23)cc1	/	/	100	/	3	5	-1	-3	-3	-9
CCSc1nnc2ccc(-c3ccc(C)cc3)nn12	-2.6	-3	101	-3	-4	-6	0	-4	-3	3
CC(=O)OC(C(=O)NC1CCCCC1)c1ccc(C)cc1 (centres undefined)	-0.3	5	84	-1	-4	8	1	-1	1	1
Cc1cc(=O)n(C2CCS(=O)(=O)C2)[nH]1 (centres undefined)	0.4	2	95	21	1	2	5	-14	-2	-42
O=C(NCc1ccccc1F)c1ccc(S(=O)(=O)Nc2cccc(C(F)(F)F)c2)cc1	3.4	9	93	10	-12	-7	-2	-15	-2	-11
COc1cccc(N(C(=O)c2snc(C(N)=O)c2N)C(C(=O)NCC2CCCO2)c2c[nH]c3ccccc23)c1 (centres undefined)	-0.9	-14	91	2	2	1	-10	-3	-2	8
Nc1ccc(O)cc1C(=O)OCC(=O)C12CC3CC(CC(C3)C1)C2	0.5	7	95	5	-7	8	-2	-3	-3	-8
CC(C)CCNC(=O)CN(C(=O)CCC(=O)Nc1nccs1)c1ccc2c(c1)OCCO2	-0.5	0	116	-1	2	3	4	-3	-5	-6
N#Cc1nc(-c2ccccc2)oc1NCCN1CCCCC1	0.7	-2	100	6	3	-1	-1	-3	-3	-2
Cc1ccc(-c2cc(-c3ccc4c(c3)OCO4)c(C#N)c(N)n2)o1	-2.1	2	106	6	14	0	20	/	4	15
Cc1ccc[n+](CC(=O)Nc2cc(C(F)(F)F)ccc2N2CCOCC2)c1	-1.1	-7	97	5	4	5	-13	-8	0	7
CC(CC(=O)OCC(=O)Nc1ccc2[nH]c(=O)[nH]c2c1)c1ccccc1 (centres undefined)	-0.5	3	104	-2	-3	8	-2	-8	1	-4
O=C(NCc1cccnc1)C1c2ccccc2C(=O)N1Cc1ccco1 (centres undefined)	2.1	2	99	-6	3	9	6	-8	-1	10
C/C(=N\NC(=S)NC1CCCCC1)c1cccc(C(F)(F)F)c1	4.7	1	96	-2	-11	2	-5	-15	-2	9
CCCCN1C(Nc2ccccc2)=NC[C@@H]1CC(C)C	-0.8	4	95	3	-8	5	-7	-10	-2	1
O=C(Nc1cccnc1)C1CCCN1S(=O)(=O)c1ccc(Cl)c(Cl)c1 (centres undefined)	0.4	-4	97	7	-1	2	-3	-10	0	0
COc1ccc(NC(=O)COC(=O)CC2CCCCC2)cc1	-1.2	-5	102	0	-6	-5	1	-5	0	-3
Cc1cc(C)n2[nH]c(=O)cc2n1	-1.5	-9	98	4	6	-3	-2	-6	0	-6
COc1ccc(NC(=O)c2sc(=O)n(Cc3ccc(S(=O)(=O)N(C)C)cc3)c2C)cc1	-1.4	-5	101	7	-3	-4	1	1	3	9
Nc1cc2nc[nH]c2cc1N	4.1	4	108	-2	-1	-1	-3	-5	3	-7
COC(=O)[C@]12CCCCC=C1N(Cc1cccc3ccccc13)C(=O)[C@H](CC(=O)NCCC(C)C)C2	/	/	94	/	/	0	-4	-11	/	3
CCCNC(=O)COC(=O)c1cc(SC)ccc1Cl	-0.8	0	93	8	1	-2	-1	-5	3	-7
CCCCn1c(N)c(N(CCOC)C(=O)C2CCN(S(=O)(=O)c3ccc(Cl)cc3)CC2)c(=O)[nH]c1=O	-2.6	-63	93	1	-2	-2	5	-6	2	0
Cc1ccccc1-n1cnc2cc(NCc3cccs3)ccc21	-0.1	0	99	0	1	-2	1	/	9	-3
CC(C)C[C@H](NC(=O)[C@H](Cc1ccccc1)n1c(=O)[nH]c2ccccc2c1=O)C(=O)N1CCC[C@@H]1C(=O)O	-0.1	/	105	11	-1	10	-3	/	-4	0
CC1CCCCC1NC(=O)CCn1c(=S)[nH]c2ccccc2c1=O (centres undefined)	-3.0	-6	96	2	6	-4	-12	-4	4	-7
O=C(Oc1ccc(N(Cc2cccs2)C2=NS(=O)(=O)c3ccccc32)cc1)c1ccccc1	-1.4	-6	66*	-3	-2	-2	3	-6	1	-3
CSc1nsc(SCC(=O)Nc2ccccc2)n1	-1.8	-6	99	0	-9	-3	5	-4	-1	3
CC(C(=O)N1CCc2ccccc21)N1CCN(S(=O)(=O)c2ccc3c(c2)OCCCO3)CC1 (centres undefined)	0.1	11	95	7	1	-5	1	-6	0	-3
CCCn1c(CCc2ccccc2)nnc1SCC(=O)N1CCOCC1	-1.1	1	90	5	10	7	3	-6	1	-6
O=C(c1cccs1)N1CCC(c2nc3c(nnn3Cc3ccccc3)c(=O)[nH]2)CC1	1.7	1	100	-1	-1	-7	-1	-8	17	10
